HEK cytotox – cytotoxic compounds in HEK 293 cells; HEK 293 viability, ATP luminescence (CellTiter-Glo), 48-72 h; Potency, µM (series often up to 115 µM), for inactives: at the highest dose activity change, negative = cytotoxicity, hits mostly inhibitors; 94,000 tested, 6.6% active; AID 1345083; also: potency is read from the fitted curve at half-maximal effect; nearly all actives have a fitted effect of over 60% in size
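Luminescence from cellular ATP, measured with CellTiter-Glo, indicates HEK 293 viability. Cells plated at 250 cells/well are treated with compound for 48 or 72 hr at 37 degree Celsius before reagent addition.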
Luciferase inh – inhibitors of firefly (Photinus pyralis) luciferase; AID 1347043; 76,000 tested, 2.5% active; P08659; Potency, µM (highest dose often 115 µM), for inactives: at the highest dose activity change, negative = inhibition, usual class: inhibitors; purified P. pyralis luciferase, luminescence, biochemical; also: potency is read from the fitted curve at half-maximal effect; nearly all actives have a fitted effect of over 65% in size
Target sequence (P08659 whole entry, looked up): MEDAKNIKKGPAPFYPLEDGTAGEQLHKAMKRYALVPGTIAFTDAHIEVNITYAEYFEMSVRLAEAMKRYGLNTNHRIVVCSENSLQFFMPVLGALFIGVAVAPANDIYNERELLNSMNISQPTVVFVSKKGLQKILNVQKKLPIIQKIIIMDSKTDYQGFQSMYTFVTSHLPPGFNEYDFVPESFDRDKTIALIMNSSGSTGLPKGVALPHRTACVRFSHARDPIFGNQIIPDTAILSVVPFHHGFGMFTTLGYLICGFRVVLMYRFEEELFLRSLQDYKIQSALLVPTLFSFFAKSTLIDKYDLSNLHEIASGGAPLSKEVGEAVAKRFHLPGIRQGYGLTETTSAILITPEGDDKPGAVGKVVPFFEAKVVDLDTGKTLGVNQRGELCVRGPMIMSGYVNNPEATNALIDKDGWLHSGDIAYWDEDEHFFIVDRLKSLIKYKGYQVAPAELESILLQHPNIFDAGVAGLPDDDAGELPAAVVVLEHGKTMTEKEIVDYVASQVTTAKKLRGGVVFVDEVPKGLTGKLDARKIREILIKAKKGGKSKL
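FLuc 10nM, D-luciferin 10uM, ATP 10uM, Mg acetate 10mM, Tris acetate pH 7.5, Tween/BSA; cpd qHTS; enzyme added last; CCD luminescence.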
SNCA expr inhib – inhibitors of alpha-synuclein (SNCA) gene expression. HEK-293 SNCA-luciferase knock-in, luminescence, 24 h. Potency, µM (series often up to 57.2 µM), inactives show at the top dose activity change, negative = inhibition, actives largely listed as inhibitors. 140,000 tested, 0.17% active. AID 1671194;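 also: potency is read from the fitted curve at half-maximal effect; plate controls were DMSO cells for no effect and cell-free wells for full effect; nearly all actives have a fitted effect of over 45% in size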
SNCA viab count – reduces viability of HEK-293 SNCA reporter cells | Potency, µM (titrated, usually from 57.1 µM), without a hit: top-dose activity change, negative = cytotoxicity, usual class: cytotoxic | HEK-293-SNCA-luc viability, GF-AFC fluorescence, 24 h | 150,000 tested, 0.12% active | AID 1671193;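 also: potency is read from the fitted curve at half-maximal effect; 0% = DMSO-treated cells and -100% = medium-only wells without cells; nearly all actives have a fitted effect of over 30% in size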
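HEK-293-SNCA-luc cells (1500/well) plated 24 h, then exposed 24 h to a dilution series; GF-AFC added 30 min at 37C, fluorescence 405/540 nm; normalised to medium-only and DMSO wells, Hill fit.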
GPT2 inhibitor – blocks human glutamate pyruvate transaminase 2 | Q8TD30 | Recombinant GPT2, coupled pyruvate oxidase/HRP Amplex Red fluorescence | AID 1671188 | Potency, µM (doses to about 57.7 µM), inactives show at the top dose activity change, negative = inhibition, hits mostly inhibitors | 100,000 tested, 0.25% active; also: potency is read from the fitted curve at half-maximal effect; nearly all actives have a fitted effect of over 60% in size; many of its hits are not listed in these tables
Target sequence (Q8TD30 whole entry, looked up): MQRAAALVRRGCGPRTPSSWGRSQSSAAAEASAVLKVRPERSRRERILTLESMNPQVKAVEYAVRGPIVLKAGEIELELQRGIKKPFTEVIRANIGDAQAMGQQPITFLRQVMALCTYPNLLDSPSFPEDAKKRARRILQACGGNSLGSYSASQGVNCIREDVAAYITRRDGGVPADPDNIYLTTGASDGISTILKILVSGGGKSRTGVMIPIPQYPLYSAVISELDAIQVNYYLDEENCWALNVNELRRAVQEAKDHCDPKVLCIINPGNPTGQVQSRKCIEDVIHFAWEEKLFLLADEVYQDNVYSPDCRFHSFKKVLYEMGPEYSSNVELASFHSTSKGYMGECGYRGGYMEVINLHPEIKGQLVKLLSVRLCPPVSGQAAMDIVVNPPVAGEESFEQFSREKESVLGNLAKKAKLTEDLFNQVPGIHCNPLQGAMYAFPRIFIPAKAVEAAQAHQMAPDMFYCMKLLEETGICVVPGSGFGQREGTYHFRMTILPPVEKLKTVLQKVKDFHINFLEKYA
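GPT2 10ng/uL, a-KG 250uM, L-Ala 2mM, HEPES pH7.5 + 0.0001% Tween; 30 min RT. Then Amplex mix (PO/HRP/ThPP), 30 min RT dark, fluorescence. AOA 50uM used as positive control.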
IP6K1 inh – IP6K1 kinase inhibition; Q92551; IP6K1 kinase, ADP-Glo luminescence, 2 h; active compounds read low; activity change, % (series mostly up to about 58 µM); 140,000 tested, 0.81% active; AID 1645851; in the data active = activity change below about -25%
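ADP-Glo luminescence measures ADP made by human IP6K1 during a 2 h RT reaction with ATP/IP6 (mix at 1.3 mM/130 uM); top library doses 57.5 and 19.1 uM final.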
NIH3T3 tox – cytotoxic compounds in NIH 3T3 cells; 94,000 tested, 4.3% active; Potency, µM (doses to about 96.7 µM), inactives show top-dose activity change, negative = cytotoxicity, actives largely listed as inhibitors; NIH 3T3 viability, CellTiter-Glo ATP luminescence, 48-72 h; AID 1345082; also: potency is read from the fitted curve at half-maximal effect; nearly all actives have a fitted effect of over 55% in size
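Viability of NIH 3T3 cells after 48 or 72 hr compound treatment at 37 °C was assessed by CellTiter-Glo, with luminescence imaged following a 10 min room-temperature step.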
An asterisk follows results filed as active; i = inactive; ? = inconclusive; / = not tested or not shown; & = joins results of further samples; ! = not confirmed by another sample; [ ] = dose if it differs, or a comment. Unless noted, calls follow the shape of the dose curve; as a rule, active = well fitted curve in the direction sought with a large enough effect; inconclusive = small, poorly fitted or top-dose-only effect, or another doubt; inactive = no such curve, though single readings can be large; an effect the other way counts as inactive or inconclusive. Unless noted, % is scaled to controls: 0 for no effect and ±100 for the full control effect. This is a subset; count on the stated rates, not on these rows.

SMILES	HEK cytotox	Luciferase inh	SNCA expr inhib	SNCA viab count	GPT2 inhibitor	IP6K1 inh	NIH3T3 tox
O=C(c1ccc2n[nH]nc2c1)N1CCC2(CC1)Nc1ccccc1NC2=O	-29%	-8%	2%	-5%	?	-4	-13%
COc1ccc(OC)c(-c2nnc3n(Cc4ccc(C)cc4)c(=O)c4ccccc4n23)c1	/	/	-14%	5%	/	0	/
O=C(NCc1ccncc1)C1CN(Cc2ccccc2Br)CC12CCOCC2 (stereo not drawn)	-16%	-9%	-5%	-10%	i	11	-13%
CCC1=Nc2cc(C(=O)NCCc3ccccc3)ccc2Sc2ccc(Cl)cc21	/	/	-9%	?	/	28	/
CN(C)C(=O)c1ccc(OC2CCN(C(=O)c3cccs3)CC2)nc1	?	-3%	26%	0%	-33%	14	-33%
COc1ccc(C(=O)Nc2cc(-c3ccncc3)nn2C)cc1	?	/	-5%[87.6 µM]	?	i	-12	?
O=C1NCCN1C1CCN(S(=O)(=O)c2cccs2)CC1	5%	/	5%	5%	3%	-15	0%
Cc1cc(F)ccc1S(=O)(=O)Nc1ccc2oc3c(c2c1)CC(C)CC3 (stereo not drawn)	/	/	?	-27%	/	1	/
COC(=O)[C@@H]1CCCN1c1ccc(-c2nc(-c3ccccc3F)no2)cn1	40µM*	?	11µM*	-12%	-29%	3	?
CCOC(=O)C1CCN(C(=O)c2c[nH]c3ncccc23)CC1	2%[172 µM]	-9%[172 µM]	4%[87.6 µM]	-8%[87.6 µM]	2%[88.5 µM]	2	-19%[138 µM]
CNCCN1C(=O)CC[C@H]2CN(C(=O)CN3CC(=O)NC3=O)CC[C@H]21	i	-3%	0%	-2%	5%	14	1%
COc1ccc(OC)c(NC(=O)[C@H](CSCc2ccccc2)N2Cc3ccccc3C2=O)c1	/	/	-5%	-12%	/	11	/
CCc1nc(-c2c3n(c(=O)n(Cc4cccc(Br)c4)c2=O)CCCC3)no1	?	4%	2%	-1%	1%	40	?
COc1cccc(CCNC(=O)Cn2c(-c3cccs3)cc3ccccc32)c1	/	/	-5%	2%	/	-9	/
Cc1cc(C(F)(F)F)nc(CCNC(=O)C2NCCc3[nH]cnc32)n1 (stereo not drawn)	i	-9%	14%	-4%	-37%	2	2%
CCC(C)(C)C(=O)NC1CCN(c2cnn(CC3CC3)c(=O)c2)CC1	-9%	-14%	26%	5%	?	5	-24%
Cc1nc(C)c(C)c(N2CCCC(c3nccn3Cc3ccccc3)C2)n1 (stereo not drawn)	?	5%	-10%	-5%	1%	-12	-28%
O=C(CCc1cc2ccccc2[nH]c1=O)NCCCN1CCCC1=O	?	3%	-9%	8%	-7%	3	i
NC(=O)[C@@H]1CN(C2CCSCC2)C[C@H]1COc1ccccc1	i	11%	-1%	-8%	3%	4	2%
O=C(O)C1(CCc2ccccc2)CCCN(c2ncnc3nc[nH]c23)C1 (stereo not drawn)	-13%	1%	-5%	11%	i	17	3%

Taken from above:
Under Luciferase inh, O=C(O)C1(CCc2ccccc2)CCCN(c2ncnc3nc[nH]c23)C1 (stereo not drawn) shows 1%
Under HEK cytotox, COC(=O)[C@@H]1CCCN1c1ccc(-c2nc(-c3ccccc3F)no2)cn1 shows 40µM*
Under SNCA expr inhib, CN(C)C(=O)c1ccc(OC2CCN(C(=O)c3cccs3)CC2)nc1 shows 26%
Under GPT2 inhibitor, CNCCN1C(=O)CC[C@H]2CN(C(=O)CN3CC(=O)NC3=O)CC[C@H]21 shows 5%
Under SNCA expr inhib, CCC1=Nc2cc(C(=O)NCCc3ccccc3)ccc2Sc2ccc(Cl)cc21 shows -9%

An excerpt from the list above:
SMILES	HEK cytotox	Luciferase inh	SNCA expr inhib	SNCA viab count	GPT2 inhibitor	IP6K1 inh	NIH3T3 tox
NC(=O)[C@@H]1CN(C2CCSCC2)C[C@H]1COc1ccccc1	i	11%	-1%	-8%	3%	4	2%
O=C(O)C1(CCc2ccccc2)CCCN(c2ncnc3nc[nH]c23)C1 (stereo not drawn)	-13%	1%	-5%	11%	i	17	3%

Additional entries
SMILES	HEK cytotox	Luciferase inh	SNCA expr inhib	SNCA viab count	GPT2 inhibitor	IP6K1 inh	NIH3T3 tox
CN(C)C(=O)c1cccnc1OC1CCN(CCc2ccccc2)CC1	-15%	-6%	7%	12%	i	16	-5%
Cc1ccc(C)c(NC(=O)CSc2ncc3c(n2)-c2ccc(Cl)cc2N(C)S3(=O)=O)c1	/	/	2%	14%	/	3	/
Cc1ccc(S(=O)(=O)n2nc(C)c(S(=O)(=O)N3CCCCCC3)c2C)cc1C	/	/	25%	-1%	/	-27*	/
CNS(=O)(=O)c1cn(CC(=O)Nc2ccc(OC)c(Cl)c2)cc1S(=O)(=O)NC	/	/	21%	-12%	/	1	/
COc1cc2nc(SCc3ccc(C)cc3)n3nc(CCn4nc(C)cc4C)nc3c2cc1OC	/	/	8%	2%	/	-1	/
O=C(NCc1cccc(F)c1)c1ccc2nc(CCc3ccccc3)oc2c1	/	/	146%[activator]	-8%	/	11	/
COc1ccc(Cl)cc1NC(=O)CCc1c(C)nc2c(c1C)c(=O)n(C)c(=O)n2C	/	/	9%	6%	/	4	/
O=C(CCCc1ccccc1)N1CCC2(CC1)CC(O)CCO2 (stereo not drawn)	8%	5.6µM*	-49%	-3%[12.5 µM]	-15%	-10	i
CS(=O)(=O)N(C1CC1)C1CCOC2(CCN(C(=O)c3cc(F)ccc3F)CC2)C1 (stereo not drawn)	-15%	14%	5%	5%	i	21	-17%
CC(C)CCN1CCCC2(C1)NC(=O)c1ccccc1O2 (stereo not drawn)	-12%[172 µM]	-7%[172 µM]	18%[87.6 µM]	?	i	8	-19%[138 µM]
CC(C)NC(=O)C1COC2(CCCCC2)N1C(=O)Cc1ccccc1 (stereo not drawn)	-13%	-12%	-11%	7%	-17%	-3	-19%
Cc1cc2c(cc1S(=O)(=O)NCc1ccccc1)OCC(=O)N2	/	/	-9%	5%	/	12	/
CCN(CC)C[C@H]1O[C@H](Cc2cc(-c3ccccc3)on2)CC[C@@H]1O	-19%[172 µM]	-29%[172 µM]	76%[activator][87.6 µM]	3%[87.6 µM]	2%[88.5 µM]	9	?
COc1cccc(C(=O)N2CCCC(C(=O)N3CCC(N4CCCC4=O)CC3)C2)c1 (stereo not drawn)	-1%	/	38%	-3%	i	5	-21%
O=C(c1ccccc1)N1CCCC(c2nn(-c3ccccn3)c(=O)[nH]2)C1 (stereo not drawn)	4%	/	-1%	5%	i	5	3%
CN(C)Cc1cc(C[C@@H]2C[C@H](NC(=O)C3CCCC3)C2(C)C)no1	?	-9%[172 µM]	?	5%[87.6 µM]	1%[88.5 µM]	0	?
Cn1cc[nH]c1=S	/	/	-44%[25.6 µM]	20%[23.9 µM]	i	6	/
CCCCNc1sc(S(=O)(=O)CC)nc1S(=O)(=O)c1ccc(C)cc1	/	/	-28%	-22%	/	8	/
CCOc1ccc(CCNCc2c(C(=O)O)n(Cc3ccc(C)cc3)c3cc(OC)ccc23)cc1	/	/	?	?	/	-9	/
CC(C)c1nc2nccc(-c3ccco3)n2n1	1%	-3%	6%	-2%	i	-1	i
CC(S)C(=O)NCC(=O)O (stereo not drawn)	/	/	-1%	-4%	i	17	/
O=C1NCc2ccccc2CC12CCN(Cc1ccc(CO)o1)C2 (stereo not drawn)	-6%	/	7%	6%	i	-6	-2%
COCC1CN(C(=O)COc2ccccc2)CC12CCNCC2 (stereo not drawn)	-4%	-13%	-1%	-20%	i	13	-2%
COCC[C@]1(O)CCN(C(=O)CSc2ccccc2)C[C@H]1C	-15%	13%	-7%	5%	i[11.5 µM]	15	-5%
O=S(=O)(NC1CCNCC1)c1cc(S(=O)(=O)c2ccccc2)ccc1C(F)(F)F	/	/	/	-29%	-5%	0	/
COc1ccc(C(=O)NCCc2ncc(C)n2C2CCC2)c(OC)n1	?	-12%	-15%	?	i	-1	?
Cc1ccccc1C(=O)N[C@H]1[C@H](O)[C@H](O)C[C@@H]1c1ccccc1C	i	11%[172 µM]	-16%[87.6 µM]	0%[87.6 µM]	1%[88.5 µM]	-4	i
CNC(=O)N1CCC(C2CCN(C(=O)c3cccc(C#N)c3)C2)CC1 (stereo not drawn)	2%	-3%	?	6%[12.5 µM]	?	-5	i
CN1CC(=O)N(c2ccccc2F)Cc2c1ncnc2N1CCC(c2ccccc2)CC1	-16%	-9%	-2%	-5%	i	-6	-20%
COc1ccc(CNC(=O)Cn2ccc3cc(S(=O)(=O)N4CCCCC4)ccc32)cc1OC	/	/	-8%	-8%	/	-5	/
COc1ccc(-c2nc(CCNC(=O)Cc3ccc(F)cc3)cs2)cc1	/	/	29%	1%	/	-10	/
Cc1ccc(-c2nc(C3CC(=O)N(c4ccc(F)cc4)C3)no2)c(C)c1 (stereo not drawn)	?	0%	-15%	5%	-17%	16	?
CN(C(=O)Cn1c(=O)n(Cc2ccc(C(=O)NCc3ccc4c(c3)OCO4)cc2)c(=O)c2ccccc21)c1ccccc1	/	/	31%[activator]	?	/	23	/
CSCC(=O)N1C[C@@H](NC(=O)NC(C)C)C[C@H]1C(=O)N[C@@H](Cc1cccs1)C(N)=O	-3%	3%	12%	2%	-2%	-3	i
C[S+](=O)([O-])c1cccc(-c2nnc3ccc(C(=O)NCCCc4ccccc4)cn23)c1	-14%	/	9%	-2%	-1%	5	-24%
Cc1nc2cc(N3CCCC(C(=O)NCc4ccc(N(C)C)cc4)C3)cnc2nc1C (stereo not drawn)	-12%	-5%	-13%	1%	i	-5	-5%
O=C(CSc1nc2c([nH]c3ccccc32)c(=O)n1-c1ccc(Cl)cc1)N1CCCCCC1	/	/	18%	8%	/	-15	/
COc1ccc(CC(=O)NCCc2csc(-c3ccc(Cl)cc3)n2)cc1	/	/	-12%	9%	/	45	/
COc1cccc(CCC(=O)N2CCC(c3noc(-c4cnccn4)n3)C2)c1 (stereo not drawn)	-5%	11%	2%	3%	i	-3	-5%
COc1ccc(-c2ccc3nnc(CNC(=O)c4ccco4)n3n2)cc1	2%	2%	9%	9%	4%	6	1%
Cc1nc2sc(C(=O)N(C)Cc3ccccc3)c(NC(=O)c3ccccc3)c2c(C)c1Cl	/	/	-4%	6%	/	34	/
CCC1CCCCN1C(=O)CSc1n[nH]c(-c2ccccc2Cl)n1 (stereo not drawn)	/	/	28%	-12%	/	14	/
O=C1N(CCc2ccccc2)c2ccccc2C12CCN(Cc1ccncc1)C2 (stereo not drawn)	35µM*	-4%&-12%	-18%&-17%	-11%&-12%	?	8&17	35µM*!
Cc1n[nH]c(C)c1CCCN(C)c1cc(C2CC(N)C2)nc(N)n1 (stereo not drawn)	?	1%	-8%	?	i	0	?
Cc1cc(C)c(CNC(=O)c2cc(-c3ccccc3C)cc3c2OCCN3C(C)C)c(=O)[nH]1	?	-3%	?	-18%	-8%	-9	?

Bioassay records from PubChem BioAssay.
